G9a block – blocks human histone lysine methyltransferase G9a; Q96KQ7; G9a H3K9 monomethylation, AlphaScreen, 2 h; Potency, µM (top dose mostly 102 µM), without a hit: at the top dose activity, negative = inhibition, usual class: inhibitors; hit rate 8.8% among 350,000; AID 504332; further: on the % scale 0 is the no-effect control and ±100 the full control effect; nearly all actives have a fitted effect of over 75% in size
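AlphaScreen detection with an anti-monomethyl H3K9 antibody quantified product after a 2 h room-temperature reaction containing 500 nM biotinylated H3K9 peptide, 20 µM SAM and 20 nM enzyme, which had been preincubated 15 min with compound.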
APE1 inh – blocks human APE1 abasic DNA cleavage; recombinant APE1, TAMRA/BHQ-2 abasic DNA cleavage fluorescence; hit rate 0.35% among 350,000; Potency, µM (highest dose often 65.8 µM), inactives show top-dose activity change, negative = inhibition, most hits filed as inhibitors; AID 2517;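 further: plate controls were vehicle for no effect and reference inhibitor for full effect; nearly all actives have a fitted effect of over 55% in size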
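Quantitative HTS: incision of a TAMRA/BHQ-2 double-stranded substrate bearing a tetrahydrofuran abasic site by 0.75 nM APE1 raises fluorescence. Substrate 50 nM final, added after 15 min compound preincubation at room temperature; progress as third-minus-first kinetic read difference.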
Pol beta inh – blocks human DNA polymerase beta activity | P06746 | Potency, µM (titrated, usually from 114 µM), without a hit: at the top dose activity change, negative = inhibition, actives largely listed as inhibitors | Pol beta primer extension/strand displacement, fluorescence kinetic | hit rate 1.3% among 340,000; further: on the % scale 0 is the no-effect control and ±100 the full control effect
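Enzyme-only controls used 10 nM Pol beta; buffer lacking enzyme served as negative control. Compound preincubated 15 min, then 50 nM substrate added; 0 and 10 min reads at room temperature.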
POLH inh – DNA polymerase eta (human) inhibition | AID 588591 | hit rate 1.2% among 390,000 | recombinant Pol eta, fluorescent DNA replication assay | Potency, µM (series often up to 114 µM), for inactives: at the highest dose activity change, negative = inhibition, hits mostly inhibitors | Q9Y253; further: on the % scale 0 is the no-effect control and ±100 the full control effect
Target sequence (Q9Y253 whole entry, looked up): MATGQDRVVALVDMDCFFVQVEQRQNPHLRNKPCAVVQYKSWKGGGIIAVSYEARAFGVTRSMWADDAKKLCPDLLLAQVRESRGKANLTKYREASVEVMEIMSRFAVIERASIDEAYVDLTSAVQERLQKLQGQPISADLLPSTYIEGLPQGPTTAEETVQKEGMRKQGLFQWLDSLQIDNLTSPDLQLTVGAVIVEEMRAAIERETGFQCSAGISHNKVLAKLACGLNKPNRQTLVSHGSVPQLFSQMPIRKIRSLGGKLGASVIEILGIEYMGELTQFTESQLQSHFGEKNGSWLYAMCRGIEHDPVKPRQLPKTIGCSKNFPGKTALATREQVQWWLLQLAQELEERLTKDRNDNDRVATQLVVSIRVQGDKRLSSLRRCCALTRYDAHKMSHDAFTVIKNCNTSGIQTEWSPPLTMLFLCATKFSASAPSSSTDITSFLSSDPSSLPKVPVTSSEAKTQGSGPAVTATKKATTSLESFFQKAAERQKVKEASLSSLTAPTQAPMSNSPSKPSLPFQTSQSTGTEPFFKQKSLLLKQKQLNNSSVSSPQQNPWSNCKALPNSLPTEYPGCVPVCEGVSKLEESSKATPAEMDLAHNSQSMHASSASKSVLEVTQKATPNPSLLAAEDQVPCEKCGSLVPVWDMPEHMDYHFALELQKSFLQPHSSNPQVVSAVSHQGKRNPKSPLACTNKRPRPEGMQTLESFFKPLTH
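Pol eta (10 nM) was preincubated with compounds for 15 min at room temperature, after which fluorescent replication substrate (50 nM final) was added to start the reaction. Fluorescence was read kinetically at 0 and 10 min.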
BAZ2B inh – BAZ2B (human) inhibition | hit rate 4.4% among 360,000 | Q9UIF8 | Potency, µM (series often up to 114 µM), inactives show top-dose activity change, negative = inhibition, hits mostly inhibitors | AlphaScreen BAZ2B-H3K14Ac peptide displacement; further: on the % scale 0 is the no-effect control and ±100 the full control effect; nearly all actives have a fitted effect of over 60% in size
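Complex of BAZ2B and biotin-H3K14Ac (50 nM apiece) forms over 30 min at RT, then faces library compounds up to 110 uM for another 30 min; AlphaScreen beads added, 20 min dark incubation, luminescence read.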
Pol kappa inh – inhibitors of human DNA polymerase kappa | AID 588579 | hit rate 0.53% among 400,000 | Q9UBT6 | Potency, µM (highest dose often 107 µM), without a hit: at the top dose activity, negative = inhibition, usual class: inhibitors | purified Pol kappa, fluorescent DNA synthesis assay, 10 min; further: on the % scale 0 is the no-effect control and ±100 the full control effect
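Pol kappa 10 nM + cpd, 15 min RT; start w/ substrate 50 nM final; fluorescence kinetic read, 0 and 10 min. Neg ctrl: buffer, no enzyme.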
BLM inh – blocks DNA unwinding by human BLM helicase | P54132 | recombinant BLM DNA unwinding, fluorescence dequenching | Potency, µM (series often up to 56.1 µM), for the others: at the top dose activity change, negative = inhibition, usual class: inhibitors | hit rate 0.2% among 350,000 | AID 2528;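 further: plate controls were vehicle for no effect and no enzyme for full effect; nearly all actives have a fitted effect of over 35% in size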
POLI inh – blocks human DNA polymerase iota activity. Pol iota fluorescent replication assay, 10 min. Potency, µM (titrated, usually from 115 µM), inactives show at the top dose activity, negative = inhibition, hits mostly inhibitors. hit rate 1% among 390,000
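Fluorescent replication assay read twice, at 0 min and 10 min after adding 50 nM (final) substrate. Enzyme (10 nM) and compounds were first incubated 15 min at room temperature; enzyme-free buffer wells were negative controls.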
Anesthetic bind – candidate novel general anesthetic via apoferritin binding. P02791. apoferritin/1-aminoanthracene competitive binding, fluorescence. Potency, µM (top dose mostly 77.5 µM), for inactives: at the top dose activity change, negative = displacement, actives largely listed as inhibitors. hit rate 0.074% among 350,000; further: on the % scale 0 is the no-effect control and ±100 the full control effect; nearly all actives have a fitted effect of over 20% in size
Target sequence (P02791 2-175 limits assumed): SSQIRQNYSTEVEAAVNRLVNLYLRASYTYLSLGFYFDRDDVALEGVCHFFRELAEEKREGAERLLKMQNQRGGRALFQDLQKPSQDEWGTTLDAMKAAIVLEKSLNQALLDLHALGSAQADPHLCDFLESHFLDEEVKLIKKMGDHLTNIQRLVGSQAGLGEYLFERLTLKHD
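Steps: apoferritin (10 uM) was premixed with half-saturated 1-AMA in PBS, compounds were pin-transferred, plates stood 10 min at room temperature, fluorescence was read at 380/535 nm, and curves were fitted with a Hill equation.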
Active calls of the source: *; [ ] = another dose, or the depositor's remark. The call rests on the fitted dose curve; in most records, active means well fitted curve in the direction sought with a large enough effect; inconclusive means small, poorly fitted or top-dose-only effect, or another doubt; inactive means no such curve, though single readings can be large; an effect the other way counts as inactive or inconclusive. Potency means the concentration at half of the fitted maximal effect. The list is partial; count on the stated rates, not on these rows.

For Cn1nc(NC(=O)C(C)(C)C)c2c(F)cccc21 the results were APE1 inh 2%, Pol beta inh -24%, POLH inh -9%, BAZ2B inh -1%, Pol kappa inh -2%, BLM inh -18%, POLI inh -4% and Anesthetic bind -7%.
For COC(=O)C1Cc2ccccc2CN1S(=O)(=O)c1ccc(F)cc1 (configuration not stated) the results were G9a block 33%[activator], APE1 inh 19%, Pol beta inh 7%, POLH inh -10%, BAZ2B inh -5%, Pol kappa inh 2%, BLM inh -1%, POLI inh 138%[activator] and Anesthetic bind -9%.
For Cn1c(-c2sc(=S)n(-c3ccccc3)c2N)nc2ccccc21 the results were G9a block inconclusive, APE1 inh 0%, Pol beta inh -3%, POLH inh -14%, BAZ2B inh -10%, Pol kappa inh 0%, BLM inh -1%, POLI inh 24% and Anesthetic bind -16%.
O=[N+]([O-])c1cccnc1NCc1cccs1 was read as G9a block -30%, APE1 inh 0%, Pol beta inh 42%, POLH inh -5%, BAZ2B inh -20%, Pol kappa inh -5%, BLM inh -9%, POLI inh 0% and Anesthetic bind inconclusive.
Cc1cc(C)c2c(-n3cccc3)c(NC(=O)OC(C)C)sc2n1 was read as G9a block -46%[59 µM], APE1 inh -4%, Pol beta inh 35%, POLH inh -7%, BAZ2B inh 0%, Pol kappa inh -11%, BLM inh -3%, POLI inh 3% and Anesthetic bind -13%.
Screening CC(C)(C)n1nc2c(c1NC(=O)c1ccc(Br)cc1)CS(=O)C2 (configuration not stated) returned G9a block -24%, APE1 inh 12%, Pol beta inh -1%, POLH inh -9%, BAZ2B inh 0%, Pol kappa inh 5%, BLM inh -3%, POLI inh 10% and Anesthetic bind -4%.
For CCOc1ccc(NC(=O)CSc2nnc(-c3ccco3)n2N)cc1 the results were G9a block 41%, APE1 inh -3%, Pol beta inh 19%, POLH inh 9%, BAZ2B inh -4%, Pol kappa inh 2%, BLM inh -1%, POLI inh 52%[activator] and Anesthetic bind -17%.
CN(C(=O)CSc1nnc(-c2ccc3c(c2)OCO3)o1)C1CCS(=O)(=O)C1 (configuration not stated) was read as G9a block 24%[12.7 µM], APE1 inh 4%, POLH inh -9%, BAZ2B inh -2%, Pol kappa inh -15% and POLI inh -26%.
For CC1Cc2cc(S(=O)(=O)N3CCN(c4cccc(Cl)c4)CC3)ccc2N1C(=O)C1CC1 (configuration not stated) the results were G9a block -2%, APE1 inh -17%, Pol beta inh 0%, POLH inh 7%, BAZ2B inh inconclusive, Pol kappa inh -22%, BLM inh -6%, POLI inh 22% and Anesthetic bind -1%.
`COc1ccccc1C(=O)Nc1c(C(=O)N2CCN(C)CC2)oc2ccccc12` gave G9a block 12%, APE1 inh 63%, Pol beta inh -1%, POLH inh -7%, BAZ2B inh -23%, Pol kappa inh 14%, BLM inh 5%, POLI inh 25% and Anesthetic bind -17%.
COc1ccc(CCNC(=O)C2CCC(=O)N2S(=O)(=O)c2ccc(C)cc2)cc1 (configuration not stated) was read as G9a block -17%, APE1 inh -15%, Pol beta inh inconclusive, POLH inh -15%, BAZ2B inh 5%, Pol kappa inh 5%, BLM inh -2%, POLI inh 23% and Anesthetic bind -5%.
CCC(C)C(NS(=O)(=O)c1ccc(C)cc1)C(=O)O (configuration not stated) was read as G9a block 5%, APE1 inh -3%, Pol beta inh -14%, POLH inh -1%, BAZ2B inh 6%, Pol kappa inh 1%, BLM inh -12%, POLI inh 21% and Anesthetic bind -10%.
Screening CCOC(=O)c1ccc(N2C(=O)C3CC=CCC3C2=O)cc1 (configuration not stated) returned G9a block -1%[59 µM], APE1 inh 0%, Pol beta inh -2%, POLH inh -7%, BAZ2B inh -2%, Pol kappa inh -9%, BLM inh -2%, POLI inh 89µM* and Anesthetic bind -14%.
Screening Cc1ccc2nc(-c3ccc(Cl)s3)c(Nc3ccc4c(c3)OCCO4)n2c1 returned G9a block -8%[59 µM], Pol beta inh -22%, POLH inh -4%, BAZ2B inh -13%, Pol kappa inh -6%, BLM inh -5%, POLI inh -7% and Anesthetic bind 7%.
For CCc1cccc(NC(=O)Cn2c(-c3ccccc3)cc(C(C)=O)c2C)c1 the results were G9a block -1%, APE1 inh 0%, Pol beta inh 0%, POLH inh -15%, BAZ2B inh -1%, Pol kappa inh 2%, BLM inh 0%, POLI inh 0% and Anesthetic bind -12%.
CC1CCCC(C)N1C(=S)NCc1ccco1 (configuration not stated) was read as G9a block inconclusive, APE1 inh -2%, Pol beta inh -15%, POLH inh -9%, BAZ2B inh -4%, Pol kappa inh -2%, BLM inh 0% and POLI inh -26%.
`CCCCNC(=O)C(CC)(ONc1ccccc1C(F)(F)F)c1ccccc1OC` (configuration not stated) gave G9a block 7%[2.33 µM], APE1 inh 13%, POLH inh -27%, BAZ2B inh inconclusive, Pol kappa inh -4% and POLI inh 7%.
Screening COc1cc(/C=C2/C(=O)NN(c3ccc(Cl)cc3)C2=O)cc(OC)c1O returned G9a block inconclusive, APE1 inh 16%, Pol beta inh -25%, POLH inh -5%, BAZ2B inh 35µM*, Pol kappa inh -7%, BLM inh -7%, POLI inh inconclusive and Anesthetic bind -9%.
CC(C)CCCN1C(N(C)C)=NC[C@@H]1Cc1ccccc1 was read as G9a block 16%[2.33 µM], APE1 inh 4%, POLH inh -17%, BAZ2B inh 8%, Pol kappa inh 15% and POLI inh inconclusive.
Screening CC(=O)c1cccc(CN2CCC(CO)(CCCc3ccccc3)CC2)c1 returned APE1 inh 6%, Pol beta inh 45%, POLH inh -19%, BAZ2B inh -2%, Pol kappa inh -12%, BLM inh 2%, POLI inh 10% and Anesthetic bind -8%.

Reprinted from the part before: 5 compounds, then new ones.
CC1CCCC(C)N1C(=S)NCc1ccco1 (configuration not stated) was read as G9a block inconclusive, APE1 inh -2%, Pol beta inh -15%, POLH inh -9%, BAZ2B inh -4%, Pol kappa inh -2%, BLM inh 0% and POLI inh -26%.
`CCCCNC(=O)C(CC)(ONc1ccccc1C(F)(F)F)c1ccccc1OC` (configuration not stated) gave G9a block 7%[2.33 µM], APE1 inh 13%, POLH inh -27%, BAZ2B inh inconclusive, Pol kappa inh -4% and POLI inh 7%.
Screening COc1cc(/C=C2/C(=O)NN(c3ccc(Cl)cc3)C2=O)cc(OC)c1O returned G9a block inconclusive, APE1 inh 16%, Pol beta inh -25%, POLH inh -5%, BAZ2B inh 35µM*, Pol kappa inh -7%, BLM inh -7%, POLI inh inconclusive and Anesthetic bind -9%.
CC(C)CCCN1C(N(C)C)=NC[C@@H]1Cc1ccccc1 was read as G9a block 16%[2.33 µM], APE1 inh 4%, POLH inh -17%, BAZ2B inh 8%, Pol kappa inh 15% and POLI inh inconclusive.
Screening CC(=O)c1cccc(CN2CCC(CO)(CCCc3ccccc3)CC2)c1 returned APE1 inh 6%, Pol beta inh 45%, POLH inh -19%, BAZ2B inh -2%, Pol kappa inh -12%, BLM inh 2%, POLI inh 10% and Anesthetic bind -8%.
For COC(=O)c1sccc1NC(=O)c1cc(-c2cc(C)ccc2C)nc2ccccc12 the results were G9a block 20%, APE1 inh 0%, Pol beta inh 16%, POLH inh -5%, BAZ2B inh 4%, Pol kappa inh 8%, BLM inh 0%, POLI inh 7% and Anesthetic bind -11%.
Screening O=C(COC(=O)c1cnc(Cl)c(Cl)c1)Nc1ccc(S(=O)(=O)N2CCCC2)cc1 returned G9a block -6%, APE1 inh -1%, Pol beta inh 18%, POLH inh -8%, BAZ2B inh 0%, Pol kappa inh -12%, BLM inh -5%, POLI inh -13% and Anesthetic bind inconclusive.
Cc1ccccc1CN1C(=O)c2ccccc2Sc2ccc(C(=O)NC3CCCC3)cc21 was read as G9a block -28%[59 µM], Pol beta inh -2%, POLH inh -19%, BAZ2B inh 0%, Pol kappa inh -8%[60.1 µM], BLM inh -6%, POLI inh -5% and Anesthetic bind -9%.
Screening COc1ccc(C2=NN(CC(=O)NCc3ccccc3Cl)C(=O)CC2)cc1 returned G9a block -12%[59 µM], Pol beta inh -17%, POLH inh 8%, BAZ2B inh 2%, Pol kappa inh -2%[60.1 µM], BLM inh 1%, POLI inh -12% and Anesthetic bind inconclusive.
Screening COc1ccc(C)c(NC(=O)C2CC(=O)NC3=C2C(=O)CCC3)c1 (configuration not stated) returned G9a block -7%, APE1 inh 0%, Pol beta inh 1%, POLH inh 11%, BAZ2B inh -17%, Pol kappa inh -11%, BLM inh 1%, POLI inh 64%[activator] and Anesthetic bind -3%.
Screening COc1ccc(Br)cc1CNC(=O)CCCn1c(=O)c2cccn2c2cccnc21 returned G9a block 5%[59 µM], Pol beta inh -11%, POLH inh -14%, BAZ2B inh -3%, Pol kappa inh -15%, BLM inh 2%, POLI inh inconclusive and Anesthetic bind 3%.
For O=C(NCc1ccccc1)c1onc(CSc2ccccn2)c1C(=O)NCc1ccccc1 the results were G9a block 21%[59 µM], APE1 inh -3%, Pol beta inh inconclusive, POLH inh -20%, BAZ2B inh 0%, Pol kappa inh -2%, BLM inh -9%, POLI inh -6% and Anesthetic bind -9%.
For CC1(C)CC(=O)C2=C(C1)NCN(CCCN1CCOCC1)C2 the results were G9a block -7%, APE1 inh 2%, Pol beta inh inconclusive, POLH inh 8%, BAZ2B inh 9%, Pol kappa inh -2%, BLM inh 1%, POLI inh 15% and Anesthetic bind -8%.
CC1CCN(C(=O)c2ncn(Cc3ccccc3)c2C(=O)N2CCC(C)CC2)CC1 was read as APE1 inh 14%, POLH inh -14%, Pol kappa inh -24% and POLI inh 4%.
O=C(NCCO)c1scc2c1OCCO2 was read as G9a block 5%[12.7 µM], APE1 inh 0%, Pol beta inh -4%, POLH inh -1%, BAZ2B inh 2%, Pol kappa inh -12%, BLM inh -7%, POLI inh 4% and Anesthetic bind 0%.
Cc1nn(C)cc1/C=N/NC(=O)C(C)(C)Oc1ccc(Cl)cc1 was read as G9a block 20%[59 µM], APE1 inh -4%, Pol beta inh 5%, POLH inh -7%, BAZ2B inh -7%, Pol kappa inh -8%, BLM inh -1%, POLI inh 32%[activator] and Anesthetic bind -4%.

Compound activity: PubChem BioAssay, National Center for Advancing Translational Sciences (NCATS)
